Rv3671c inh = inhibitors of M. tuberculosis serine protease Rv3671c; inhibition, % at 5.96 µM; actives 0.048% (n = 320,000); AID 2606; in the data active = inhibition above about 38%;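 also: extracellular domain of Rv3671c used as enzyme; 0% = enzyme with DMSO and 100% = no enzyme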
MazEF act = increases E. coli MazEF RNase cleavage of RNA | activation, % at 20 µM | FAM/BHQ RNA-DNA oligo cleavage fluorescence, 5 h | P0AE70 | actives 0.32% (n = 350,000); in the data active = activation above about 50%
Target sequence (P0AE70 whole entry, looked up): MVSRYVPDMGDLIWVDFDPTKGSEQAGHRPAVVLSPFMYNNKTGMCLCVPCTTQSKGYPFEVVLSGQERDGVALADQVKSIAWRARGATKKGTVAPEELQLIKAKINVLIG
BioA inh = inhibitors of Mycobacterium tuberculosis BioA enzyme. purified M. tuberculosis BioA enzyme, plate reader. actives 0.096% (n = 360,000). inhibition, % at 9.99 µM. AID 602481; in the data active = inhibition above about 40%
SSB-PriA inh = K. pneumoniae PriA-SSBct interaction inhibition; AlphaScreen SSBct-PriA binding, biotinylated peptide; inhibition, % at 33 µM; actives 0.6% (n = 430,000); in the data active = inhibition mostly above about 37%, no sharp cut-off; inactive = mostly below about 20%;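 also: plate controls were negative control peptide for no effect and reference peptide for full effect; strong numbers were not always called active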
DUSP3 inh = inhibitors of human VHR1 phosphatase (DUSP3) | P51452 | recombinant VHR phosphatase, pNPP absorbance | inhibition, % at 13.3 µM | actives 0.52% (n = 290,000); in the data active = inhibition above about 50%; also: some compounds called inactive have numbers as strong as hits
Target sequence (P51452 whole entry, looked up): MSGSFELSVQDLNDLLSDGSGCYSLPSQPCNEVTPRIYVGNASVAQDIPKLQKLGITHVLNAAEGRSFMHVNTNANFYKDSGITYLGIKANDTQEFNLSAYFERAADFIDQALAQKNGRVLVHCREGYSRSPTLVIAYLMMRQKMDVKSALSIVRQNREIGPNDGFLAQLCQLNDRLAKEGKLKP
SARS 3CLpro inh = SARS-CoV 3CLpro protease inhibition; AID 1706; P0C6X7; inhibition, % at 6 µM; actives 0.14% (n = 290,000); recombinant SARS-CoV 3CLpro, quenched FRET peptide cleavage; in the data active = inhibition above about 12%
GDH-TPI inh = inhibits GDH-TPI coupling enzymes, artifact for Mtb FBA screen; GDH-TPI coupled enzyme counterscreen, NADH absorbance; inhibition, % at 4.8 µM; actives 1.2% (n = 360,000); in the data active = inhibition above about 30%;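 also: 0% = DMSO wells and 100% = wells lacking the enzyme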
Mtb UGM inh = blocks M. tuberculosis UGM enzyme; actives 0.06% (n = 320,000); P9WIQ1; inhibition, % at 10 µM; purified UGM, fluorescence polarization probe displacement; in the data active = inhibition above about 10%, passing the limit was not always enough
FBA Mtb inh = Mtb fructose-bisphosphate aldolase inhibition | actives 2.3% (n = 360,000) | P9WQA3 | AID 588726 | inhibition, % at 1 µM | purified M. tuberculosis FBA, fluorescence read-out; in the data active = inhibition above about 27%;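 also: 0% = vehicle and 100% = reference inhibitor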
Target sequence (P9WQA3 whole entry, looked up): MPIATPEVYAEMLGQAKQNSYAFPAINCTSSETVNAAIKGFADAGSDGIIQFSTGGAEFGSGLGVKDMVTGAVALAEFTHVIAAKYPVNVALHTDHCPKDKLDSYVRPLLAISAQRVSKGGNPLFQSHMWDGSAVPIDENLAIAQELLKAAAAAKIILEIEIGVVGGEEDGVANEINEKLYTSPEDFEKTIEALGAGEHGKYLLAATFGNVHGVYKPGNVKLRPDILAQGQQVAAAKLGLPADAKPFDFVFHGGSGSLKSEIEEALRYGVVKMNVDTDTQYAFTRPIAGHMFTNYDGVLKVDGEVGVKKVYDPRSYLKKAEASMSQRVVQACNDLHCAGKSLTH
Vc quorum ag = induces V. cholerae light production without autoinducers. actives 0.16% (n = 350,000). V. cholerae BH1578 lux reporter, luminescence, 6 h. activation, % at 18.7 µM; in the data active = activation mostly above about 9.7%, no sharp cut-off; also: not every result past the cut was called active; inactives centre near 0; reference of the scale not given here
* marks the source's active call; other numbers are inactive results; i = inactive; · = no result given; & = joins results of further samples.

structure,Rv3671c inh,MazEF act,BioA inh,SSB-PriA inh,DUSP3 inh,SARS 3CLpro inh,GDH-TPI inh,Mtb UGM inh,FBA Mtb inh,Vc quorum ag
C/C(O)=C(/C#N)c1nc2ccccc2[nH]1,0,1,1.2,·,12,-1,3,2.0,9,0.5
Cc1snc(SCC(=O)c2ccc(Cl)cc2)c1C#N,-14,7,-0.1,-52,18,5,8,2.1,-1,i
CC(OC(=O)CCCN1C(=O)c2ccccc2C1=O)C(=O)Nc1ncc(Cl)cc1Cl (configuration not stated),-7,2,0.2,-7,24,2,5,0.2,-3,i
O=C(COC(=O)c1ccc([N+](=O)[O-])o1)NCCc1ccccc1,-15,4,-0.3,5,·,·,14,2.1,3,i
Cn1c(C2=C(O)CN(c3ccc4c(c3)OCCO4)C2=N)nc2ccccc21,13,6,0.3,-3,-15,1,2,2.0,4,-0.3
O=C(N/N=C/c1ccncc1)c1cc([N+](=O)[O-])cc([N+](=O)[O-])c1O,15,0,1.6,·,5,-5,17,0.5,2,i
Cc1ccc(NC(=O)NC(=O)CN2C(=O)NC3(CCc4ccccc43)C2=O)c(C)c1 (configuration not stated),-8,5,0.4,8,36,3,7,3.5,4,i
CCOC(=O)C1(C)CCCN(C(=O)COc2ccccc2)C1 (configuration not stated),·,·,-0.6,·,·,·,-1,·,0,-0.3
Cc1ccc2[nH]c(C)c(/C=N/Nc3nc4ccccc4s3)c2c1,19,7,-0.7,·,42,3,38*,0.0,1,·
CC1(NC(=O)C23CC4CC(CC(C4)C2)C3)CCS(=O)(=O)C1 (configuration not stated),3,7,0.9,-4,-1,0,-10,-0.8,1,17*
Cc1sc2nc(NCCO)[nH]c(=O)c2c1C,-4,4,-0.4,-5&-8,4,-1,-9,-0.3,7,-0.3
CCOC(=O)c1sc(NC(=O)CSc2nnnn2-c2ccc(C)cc2C)nc1C,-16,6,-3.2,6,25,-3,4,1.0,2,1.8
COc1cc(/C=N/NC(=S)NCC2CCCO2)cc(OC)c1OC (configuration not stated),-2,12,·,·,8,7,25,2.1,-2,-2.0
Cc1cc(C)n(CC(O)COc2ccc(Cl)cc2Cl)n1 (configuration not stated),5,-6,8.0,-4,9,4,-1,0.0,0,-0.7
CN(C)CC1CSCCC1(O)c1ccc(Cl)cc1 (configuration not stated),-7,6,-1.8,-4,22,3,-13,2.5,-4,3.7
Cc1ccc(S(=O)(=O)N[C@H](C(=O)N2CCC3(O)CCCCC3C2)c2ccccc2)cc1 (some centres not stated),-5,5,-1.9,2,20,-5,1,-2.3,0,-0.1
Cc1cccc(-c2cc(C(=O)N/N=C/c3cccnc3)c3ccccc3n2)c1,-11,3,3.6,·,·,·,10,-2.4,0,-0.5
O=C(Nc1ccc(Cl)cc1)C1Cc2c(-c3ccc(Cl)cc3)ccnc2O1 (configuration not stated),·,·,-0.7,·,·,·,4,·,-2,-0.3
CCC(C)NC(=O)CSc1nc2ccsc2c(=O)n1NC(=O)c1ccccc1 (configuration not stated),7,-4,-1.9,-4,6,1,-2,3.2,2,·
CC(=O)n1c2ccccc2c2ccccc21,-1,5,-0.9,-22,25,3,10,-2.5,1,i
Cc1nc2ccccc2n1S(=O)(=O)c1ccc(S(=O)(=O)N2CCCCCC2)cc1,10,5,-1.0,-17,10,-5,13,2.4,-3,i
Cc1cccc(N=[N+]([O-])c2cccc(C)n2)n1,·,4,0.3,-1,·,·,18,·,-1,i
CN/C(=C\[N+](=O)[O-])NCCSCc1csc(CN(C)C)n1,8,12,-0.9,-10,·,·,2,-0.6,0,-3.0
CCSc1cc(N2CC(C)OC(C)C2)nc(-c2ccccc2Cl)n1 (configuration not stated),-9,2,0.0,-29,6,6,3,2.1,0,i
CCOc1ccccc1N1CCN(CC(=O)Nc2ccnn2C2CCCC2)CC1,-14,-4,1.2,-1,·,·,2,-3.8,1,0.9
CCOC(=O)c1ccc(NS(=O)(=O)c2c(C)n[nH]c2C)cc1,-4,-2,0.5,-7,·,·,-1,2.6,1,1.2
CCc1ccc2nc3c(c(C(=O)O)c2c1)CCC3,-6,7,0.2,-3,-8,0,-4,3.6,3,i
Cn1cc(SCC(=O)NCc2ccc(F)cc2)c2ccccc21,-9,3,·,-1,2,2,2,-1.2,-1,-0.3
NC(=O)c1ncn([C@@H]2O[C@H](CNS(=O)(=O)c3cc(S(=O)(=O)c4ccccc4)cs3)[C@@H](O)[C@H]2O)n1,·,8,-0.9,-2,·,·,3,·,2,i
CC(=O)Cc1cc(=O)c2c(C)cc(O)c(C3OC(CO)C(O)C(O)C3O)c2o1 (configuration not stated),-1,-5,-2.0,-7,10,·,20,-1.7,7,-0.3
CCOc1ccccc1C(=O)OCC(=O)Nc1cccc(S(=O)(=O)NC2=NCCCCC2)c1,·,3,-0.4,-6,·,·,7,·,1,5.9
N#C/C(=C\c1ccc([N+](=O)[O-])cc1)c1nc(C2CC2)cs1,2,338*,·,-3,-7,2,6,0.0,2,i

Reprinted from the part before: three compounds, then new ones.
structure,Rv3671c inh,MazEF act,BioA inh,SSB-PriA inh,DUSP3 inh,SARS 3CLpro inh,GDH-TPI inh,Mtb UGM inh,FBA Mtb inh,Vc quorum ag
CC(=O)Cc1cc(=O)c2c(C)cc(O)c(C3OC(CO)C(O)C(O)C3O)c2o1 (configuration not stated),-1,-5,-2.0,-7,10,·,20,-1.7,7,-0.3
CCOc1ccccc1C(=O)OCC(=O)Nc1cccc(S(=O)(=O)NC2=NCCCCC2)c1,·,3,-0.4,-6,·,·,7,·,1,5.9
N#C/C(=C\c1ccc([N+](=O)[O-])cc1)c1nc(C2CC2)cs1,2,338*,·,-3,-7,2,6,0.0,2,i
C#Cc1ccc(NC(=O)C2(C)CCN2C(=O)c2cc(C)n(C)n2)cc1 (configuration not stated),·,·,3.4,·,·,·,-3,·,2,-0.4
C/C(=N\NC(=O)c1ccc(N2CCCC2=O)cc1)c1ccncc1,5,-22,·,·,33,-4,2,-1.8,1,0.2
Cn1ncc(Cl)c1C(=O)N1CCN(S(=O)(=O)c2cccs2)CC1,8,4,-0.7,-8,10,2,-3,2.5,-3,-0.1
O=C(NCc1cc(Cl)cc(Cl)c1)c1csc(COCCO)n1,·,·,0.2,·,·,·,6,·,-2,i
CCC1=Nc2cc(C(=O)NCCN3CCOCC3)ccc2Sc2ccc(C)cc21,-4,-6,-0.9,6,2,-3,4,1.5,8,-0.2
CC(C)N(C(=O)COC(=O)[C@@H]1CC(O)CN1S(=O)(=O)c1ccc(C(C)(C)C)cc1)C(C)C (some centres not stated),2,-21,-0.2,-6,4,2,5,0.4,2,-0.3
CCC(C(=O)NC1CCCC1)N(Cc1cccs1)C(=O)Cn1nnc(-c2ccc(OC)c(OC)c2)n1 (configuration not stated),-2,0,-1.9,2,8,2,6,-3.2,26,-0.4
Cc1cccc(N2C(=O)c3ccc(C(=O)Nc4c[nH]c(=O)[nH]c4=O)cc3C2=O)c1,11,-21,-0.2,-1,7,4,5,-2.5,-1,-2.8
Nc1cc(OCC(F)(F)F)cc(OCC(F)(F)F)c1,4,-2,·,-9,5,-1,-1,1.2,5,1.4
O=C(c1ccc([N+](=O)[O-])cc1)N1CCSC1c1ccccc1Cl (configuration not stated),6,2,2.7,6,-3,1,5,-0.6,2,4.2
O=C(CSc1nc2ccccc2[nH]1)Nc1ccc2c(c1)CCC2,1,-1,-0.7,9,1,4,-9,-2.4,-3,-1.4
Cc1ccc(S(=O)(=O)/N=C(\c2ccc(F)cc2)n2c(C)nc3ccccc32)cc1,4,4,-0.3,·,32,3,8,0.6,-2,·
COC(=O)c1ccc(CSc2ncnc3c2sc2nc(N4CCOCC4)c4c(c23)CCCC4)o1,-9,-19,-1.1,9,·,-2,32*,1.1,4,-0.3
CC(Oc1cccc(Cl)c1)C(=O)Nc1ccc([N+](=O)[O-])cn1 (configuration not stated),-6,8,·,29,-8,-1,-3,2.9,-3,i
CCCCC[n+]1ccn(-c2nc3ccccc3nc2[N-]S(=O)(=O)c2ccc(C)cc2)c1,2,-4,-4.7,-17,15,-2,8,-0.8,19,-0.3
CC1(C)CC(=O)C=C(c2cccc(Br)c2)C1,1,-5,-1.3,-29,·,·,0,-0.9,1,-0.4
CCOC(=O)N1CCN(C(=O)Nc2ccc3nc(C)c(C)nc3c2)CC1,1,-4,0.6,-7,2,-1,14,-0.6,43*,·
Cc1ccc(C(=O)CCC(=O)OCC(=O)N2c3ccccc3NC(=O)C2(C)C)cc1,·,-1,-0.1,-4,·,·,-2,·,0,-1.0
COc1ccc(C(=O)CSc2cc(C)nc3nc(C)nn23)cc1OC,-2,7,0.0,2,0,0,5,0.5,-2,-1.5
C[C@@H]1CN([C@H](C)CO)C(=O)CCCn2nncc2CO[C@H]1CN(C)C(=O)OCc1ccccc1,·,0,-1.6&-2.4,·,·,·,0,·,0,-0.6
C=CCNC(=S)NNC(=O)c1cc(O)ccc1O,13,38,-1.1,-7,11,2,4,0.5,5,0.4
COc1ccc2c(c1)c(CC(=O)OCC(=O)O)c(C)n2C(=O)c1ccc(Cl)cc1,-3,-10,16,-3,13,5,14,·,0,-0.2
O=C(NCCCc1ccccc1)C(=O)c1c[nH]c2ccccc12,-11,5,-0.1,-14,6,2,-2,-0.2,-1,i
Cc1cccc(N(CC(N)=O)C2SC(=O)N(c3ccccc3)C2=O)c1 (configuration not stated),2,6,-2.5,-10,-2,0,-8,-0.3,-11,25*
Oc1ccc(Nc2nc(-c3ccc4ccccc4c3)cs2)cc1,4,·,-0.7,·,28,2,4,2.8,-1,-0.3
COc1ccccc1N1CCN(C(=O)c2cc3c(s2)CCC3)CC1,0,-10,·,3,27,1,2,1.4,-4,12
Cc1cc(C)nc(SCc2cc(=O)c(OC(=O)c3ccc(Cl)c([N+](=O)[O-])c3)co2)n1,6,5,1.5,5,-17,2,-4,0.6,1,-0.6
CC(=O)N1c2ccc(S(=O)(=O)N3CCC(C(=O)NC4CCCCC4)CC3)cc2CC1C (configuration not stated),7,12,-0.6,-4,2,0,0,0.9,1,-0.2

Source: PubChem BioAssay (several laboratories)

The list is partial; the hit share may differ from the screen's.
